C diff HTS – inhibitors of Clostridium difficile growth; Clostridium difficile clinical isolate growth, OD600, 24 h; stronger effect = lower value; growth activity, negative = inhibition, % at 16 µg/mL (by protocol); 86,000 tested, 0.25% active; AID 1259249;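 active = mean growth activity at or below -80% and every replicate also at or below -80%; inconclusive = mean at or below -80% but some replicate above -80%; inactive = mean growth activity above -80%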;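 also: 0% = DMSO wells and -100% = levofloxacin 16 µg/mL wells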
KDM4C inh – inhibitors of human demethylase GASC-1 KDM4C; GST-KDM4C 2-372, H3K9me3 peptide, LANCE TR-FRET; 96,000 tested, 0.15% active; inhibition, % at 12.5 µM; AID 720574; Q9H3R0;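 active = mean replicate inhibition above about 25%, with at least 55% of replicates also reaching it, limit read from the data, passing the limit was not always enough; inconclusive = only one of those two conditions met; inactive = neither condition met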
Target sequence (Q9H3R0 2-372 limits assumed): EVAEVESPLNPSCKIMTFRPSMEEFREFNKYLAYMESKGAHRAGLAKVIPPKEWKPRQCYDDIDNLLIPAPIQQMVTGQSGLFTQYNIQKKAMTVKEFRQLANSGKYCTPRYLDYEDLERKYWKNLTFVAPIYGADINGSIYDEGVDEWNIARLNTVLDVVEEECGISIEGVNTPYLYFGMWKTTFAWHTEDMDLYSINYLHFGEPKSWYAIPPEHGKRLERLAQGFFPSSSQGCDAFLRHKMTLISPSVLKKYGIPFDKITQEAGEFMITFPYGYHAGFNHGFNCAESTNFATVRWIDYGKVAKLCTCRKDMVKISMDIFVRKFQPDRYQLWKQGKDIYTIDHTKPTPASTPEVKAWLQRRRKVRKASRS
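System: N-terminal GST-fused human GASC-1 (KDM4C) fragment, residues 2-372 / Amount: 10 nM GST-KDM4C in enzyme reaction / Also added: H3K9me3 peptide with Fe(II)/2OG / Times: 30 min demethylation and 1 h detection at room temperature / Signal: LANCE TR-FRET / Read-out basis: Fall in 671/618 emission ratio as inhibition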
Tcruzi prolif – T. cruzi proliferation inhibition; 77,000 tested, 5.9% active; inhibition, % at 8.34 µM; T. cruzi beta-gal in NIH3T3, GalScreen luminescence, 90 h;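 active = mean inhibition above about 93%, with at least 55% of replicates each passing it, limit read from the data, passing the limit was not always enough; inconclusive = only one of those two conditions holds; inactive = neither condition holds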
Pf Dd2 growth – inhibitors of Plasmodium falciparum Dd2 growth; P. falciparum Dd2 growth, SYBR Green, 72 h; stronger effect = lower value; 94,000 tested, 2.3% active; activity change, % at 10 µM; AID 1159554; in the data active = activity change below about -80%; inconclusive = no clear call, values can overlap the other calls
Numbers without * were called inactive; ? = inconclusive; · = no result given; & = joins results of further samples.

SMILES,C diff HTS,KDM4C inh,Tcruzi prolif,Pf Dd2 growth
C[C@@H]1CCCCO[C@@H](CN(C)Cc2ccc(Cl)c(Cl)c2)[C@@H](C)CN([C@H](C)CO)C(=O)c2cc(NS(=O)(=O)c3ccccc3)ccc2O1,6,-2.2,104,0
O=C(C[C@H]1C=C[C@H](NC(=O)Nc2ccc(C(F)(F)F)cc2)[C@H](CO)O1)NCc1cccc(F)c1,·,-0.7,-44,10
C[C@@H]1CN([C@H](C)CO)S(=O)(=O)c2ccc(-c3cccc(C#N)c3)cc2O[C@@H]1CN(C)C(=O)c1ccc(F)cc1,-2,1.7,101*,-14
C[C@H]1CN([C@@H](C)CO)C(=O)c2cccc(NS(=O)(=O)c3ccc(Cl)cc3)c2O[C@@H]1CN(C)CC1CC1,3,·,-5,15
C[C@@H]1CN([C@@H](C)CO)C(=O)c2cc(NC(=O)c3ccncc3)ccc2O[C@@H]1CN(C)C(=O)Nc1ccc(C(F)(F)F)cc1,-14,-0.4,-76,-24
CCCNC(=O)N(C)C[C@H]1Oc2ncc(C#CC3CCCCC3)cc2C(=O)N([C@@H](C)CO)C[C@@H]1C,-8,2.6,38,-41
C[C@@H]1CN([C@H](C)CO)C(=O)c2cc(NC(=O)C3CCCCC3)ccc2O[C@@H]1CN(C)Cc1ccc(-c2ccccc2)cc1,·,-0.6,74,9
COc1ccc(NC(=O)N(C)C[C@@H]2Oc3ccc(NC(=O)Nc4cccc5ccccc45)cc3C(=O)N([C@H](C)CO)C[C@@H]2C)cc1,-6,-3.6,-5,-33
CN1CCN(C(=O)C[C@H]2CC[C@@H]3[C@H](COC[C@H](O)CN3Cc3ccc4c(c3)OCO4)O2)CC1,·,1.8,12,1
C[C@@H](NC(=O)C[C@@H]1C[C@@H]2c3cc(NC(=O)CC4CC4)ccc3O[C@@H]2[C@@H](CO)O1)c1ccccc1,3,1.0,3,-8
CNC[C@@H]1Oc2cc(Br)ccc2S(=O)(=O)N([C@@H](C)CO)C[C@@H]1C,-2&-2,-1.3,·,11&12
O=C(NC[C@H]1[C@H](c2ccccc2)[C@@H](CO)N1C(=O)Cc1cccnc1)C1CC1,7,-1.9,56,-3
CCC(=O)N(C)C[C@H]1Oc2ncc(C#CC(C)C)cc2C(=O)N([C@H](C)CO)C[C@@H]1C,-3,-2.7,·,20
CCCNC(=O)[C@@H]1[C@@H](CO)[C@@H]2Cn3c(ccc(-c4cncnc4)c3=O)[C@@H]2N1C(=O)c1ccccc1F,-4,0.4,19,16
COc1ccc(CN(C)C[C@H]2Oc3ccc(NC(=O)C4CCCCC4)cc3C(=O)N([C@@H](C)CO)C[C@H]2C)cc1,7,0.3,15,1
O=C(c1cccc(F)c1)N1CCCCN2[C@H](C1)[C@H](c1ccc(-c3ccccc3)cc1)[C@@H]2CO,13,-1.7,73,26
C[C@H]1CN([C@@H](C)CO)C(=O)c2cccc(NC(=O)C3CCCCC3)c2O[C@H]1CN(C)S(C)(=O)=O,-1,0.1,27,5
C[C@H](CO)N1C[C@H](C)[C@@H](CN(C)C(=O)Cc2ccccc2)OCc2ccccc2-c2c(n(C)c3ccccc23)C1=O,31,-1.5,60,-81*
CCCNC(=O)N1CC2(CCN(C(=O)COC)CC2)c2c(n(C)c3cc(OC)ccc23)[C@@H]1CO,0,2.1,·,11
COc1ccc(S(=O)(=O)Nc2ccc3c(c2)C(=O)N([C@@H](C)CO)C[C@H](C)[C@@H](CN(C)S(=O)(=O)c2ccc(C)cc2)O3)cc1,4,-0.7,18,-33
CCC(=O)N1[C@@H](CO)[C@@H](c2ccc(C3=CCCC3)cc2)C12CN(C(=O)COC)C2,0,5.7,·,-69
CCCNC(=O)N(C)C[C@H]1Oc2ncc(C#Cc3ccccc3F)cc2C(=O)N([C@H](C)CO)C[C@H]1C,6,-1.4,66,-13
C[C@H](CO)N1C[C@H](C)[C@@H](CN(C)C(=O)NC2CCCC2)Oc2cc(C#Cc3ccc(F)cc3)ccc2S1(=O)=O,15,-0.5,60,-29
COc1ccc(CN(C)C[C@H]2Oc3ccc(NS(=O)(=O)c4cn(C)cn4)cc3C(=O)N([C@@H](C)CO)C[C@H]2C)cc1,-1,-0.4,-26,9
CC(C)NC(=O)Nc1ccc2c(c1)C(=O)N([C@@H](C)CO)C[C@H](C)[C@@H](CN(C)Cc1ccc(C(F)(F)F)cc1)OCCCC[C@H](C)O2,3,-0.1,·,·
C[C@@H]1CN([C@H](C)CO)C(=O)c2cc(NC(=O)c3ccncc3)ccc2O[C@@H](C)CCCCO[C@@H]1CN(C)CC1CCCCC1,·,1.6,15,-27
O=C(C[C@H]1C[C@@H]2c3cc(NC(=O)CC4CC4)ccc3O[C@@H]2[C@@H](CO)O1)NCc1ccc(-c2ccccc2)cc1,-5,-0.8,41,-5
CCCN1C[C@@H](C)[C@@H](OC)CN(C)C(=O)c2cc(NC(=O)CC(F)(F)F)ccc2OC[C@@H]1C,0,-0.3,·,20
CC(C)NC(=O)Nc1ccc2c(c1)C(=O)N([C@@H](C)CO)C[C@@H](C)[C@H](CN(C)CC1CCCCC1)OCCCC[C@H](C)O2,·,-0.7,84,-6
C[C@@H]1CCCCO[C@@H](CN(C)C(=O)Nc2ccccc2)[C@H](C)CN([C@@H](C)CO)C(=O)c2cc(NC(=O)c3ccncc3)ccc2O1,11,-1.4,18,-7

Pulled one by one from the list above (5):
SMILES,C diff HTS,KDM4C inh,Tcruzi prolif,Pf Dd2 growth
C[C@H]1CN([C@@H](C)CO)C(=O)c2cccc(NC(=O)C3CCCCC3)c2O[C@H]1CN(C)S(C)(=O)=O,-1,0.1,27,5
C[C@@H]1CCCCO[C@@H](CN(C)C(=O)Nc2ccccc2)[C@H](C)CN([C@@H](C)CO)C(=O)c2cc(NC(=O)c3ccncc3)ccc2O1,11,-1.4,18,-7
O=C(C[C@H]1C[C@@H]2c3cc(NC(=O)CC4CC4)ccc3O[C@@H]2[C@@H](CO)O1)NCc1ccc(-c2ccccc2)cc1,-5,-0.8,41,-5
C[C@@H]1CN([C@H](C)CO)C(=O)c2cc(NC(=O)c3ccncc3)ccc2O[C@@H](C)CCCCO[C@@H]1CN(C)CC1CCCCC1,·,1.6,15,-27
CCCNC(=O)N1CC2(CCN(C(=O)COC)CC2)c2c(n(C)c3cc(OC)ccc23)[C@@H]1CO,0,2.1,·,11

Following part:
SMILES,C diff HTS,KDM4C inh,Tcruzi prolif,Pf Dd2 growth
CCCC#Cc1ccc([C@@H]2[C@H]3CN(C(=O)NC4CCCC4)CCCCN3[C@H]2CO)cc1,-1,0.3,74,3
O=C(C1CC1)N1CC(=O)N2[C@H](CO)[C@@H](c3ccc(C#CC4CCCC4)cc3)[C@H]2C1,-27,-0.8,·,-24
C[C@@H]1CCCCO[C@@H](CN(C)C)[C@H](C)CN([C@@H](C)CO)C(=O)c2cc(NC(=O)NC3CCCCC3)ccc2O1,-3,-0.4,7,24
N#Cc1ccc(-c2ccc([C@@H]3[C@@H]4CN(S(=O)(=O)c5ccc(-c6ccccc6)cc5)C[C@H]3N4)cc2)cc1,2,3.0,·,-74
CO[C@@H](CN(C)CC1CCOCC1)[C@H](C)CN(C(=O)Nc1ccc(F)cc1)[C@H](C)CO,·,1.1,2,0
COc1ccc(NC(=O)Nc2ccc3c(c2)C(=O)N([C@H](C)CO)C[C@H](C)[C@H](CN(C)S(=O)(=O)c2ccc(F)cc2)OCCCC[C@@H](C)O3)cc1,4,-1.8,18,?
CN(C)C(=O)C[C@H]1C[C@H]2c3cc(NC(=O)NC4CCCC4)ccc3O[C@H]2[C@@H](CO)O1,1,0.2,29,10
CCS(=O)(=O)Nc1ccc2c(c1)C(=O)N(C)[C@H]1CC[C@@H](CC(=O)NC3CCCCC3)O[C@H]1CO2,6,0.0,33,-3
C[C@H](CO)N1C[C@H](C)[C@@H](CN(C)C)Oc2ccc(NS(C)(=O)=O)cc2C1=O,3,·,·,13
CC(=O)N1C[C@H]2[C@@H](c3ccccc31)[C@H](CO)N2C(=O)c1ccc(F)cc1,2,-1.1,4,15
COCC(=O)Nc1ccc2c(c1)C(=O)N(C)[C@@H]1CC[C@@H](CC(=O)NCc3ccccc3)O[C@H]1CO2,19,-1.0,70,3
C[C@@H]1CN([C@H](C)CO)C(=O)c2cc(NC(=O)Nc3ccccc3)ccc2O[C@@H]1CN(C)CC1CCCCC1,11,-0.6,·,2
CC(=O)N(C)C[C@@H]1Oc2cc(-c3ccccc3)ccc2S(=O)(=O)N([C@@H](C)CO)C[C@H]1C,4,2.3,8,12
C[C@H](CO)N1C[C@H](C)[C@@H](CN(C)S(=O)(=O)c2ccc(F)cc2)Oc2ccc(NC(=O)Nc3cccc4ccccc34)cc2CC1=O,-9,-2.8,-101,-22
COc1cccc(-c2ccc([C@H]3[C@H](CO)N4C(=O)CN(C(=O)c5ccncc5)C[C@@H]34)cc2)c1,2,1.1,·,-9
CCCC#Cc1ccc2c(c1)O[C@H](CN(C)CC1CCOCC1)[C@H](C)CN([C@@H](C)CO)S2(=O)=O,1,-1.2,·,-8
C[C@H]1CN([C@@H](C)CO)S(=O)(=O)c2ccc(C3=CCCC3)cc2O[C@@H]1CN(C)C(=O)c1ccc(F)cc1,5,0.1,·,-53
Cc1noc(C)c1S(=O)(=O)N(C)C[C@H]1Oc2ccc(NS(=O)(=O)c3ccccc3)cc2CC(=O)N([C@H](C)CO)C[C@H]1C,-6,0.5,34,1
COC(=O)C[C@H]1CC[C@@H]2[C@H](COc3ccc(NS(=O)(=O)c4ccccc4Cl)cc3C(=O)N2C)O1,-8,0.3,14,·
C[C@@H]1CCCCO[C@H](CN(C)C(=O)Nc2ccc(F)cc2)[C@H](C)CN([C@H](C)CO)C(=O)c2cc(NC(=O)c3ccccc3)ccc2O1,-1,-2.0,?,?
Cc1noc(C)c1S(=O)(=O)Nc1ccc2c(c1)C(=O)N([C@H](C)CO)C[C@@H](C)[C@@H](CN(C)C(=O)NC1CCCCC1)O2,4,4.2,-149,4
O=C(C[C@H]1C=C[C@H](NC(=O)C2CC2)[C@H](CO)O1)Nc1ccccc1,-1,-1.1,-30,-17
O=C(c1ccccc1)N1[C@H](CO)[C@H](c2ccccc2)C12CN(CCC(F)(F)F)C2,11,0.0,·,-14
CC(C)C#Cc1ccc2c(c1)O[C@@H](CN(C)Cc1ccccc1)[C@@H](C)CN([C@H](C)CO)S2(=O)=O,16,0.3,111*,-39
O=C(C[C@@H]1C[C@H]2c3cc(NS(=O)(=O)c4ccc(F)cc4)ccc3O[C@H]2[C@H](CO)O1)N1CCc2ccccc2C1,-7,-1.7,?,-79
CN(C)CC(=O)N1CC2(C1)[C@@H](c1ccccc1)[C@@H](CO)N2C(=O)C1CC1,16,-1.1,·,10
CC(C)NC(=O)N1CC2(C1)[C@H](c1ccccc1)[C@@H](CO)N2Cc1ccccc1,5,2.5,·,22
CCCNC(=O)N1C[C@H](O)COC[C@@H]2O[C@@H](CC(=O)OC)CC[C@H]21,3&2,2.3,·,-1
C[C@H]1CN([C@@H](C)CO)S(=O)(=O)c2ccc(C#CCN(C)C)cc2O[C@@H]1CN(C)C(=O)C1CCC1,-3,-0.7,105*,1
C[C@@H]1CN([C@@H](C)CO)C(=O)c2cccc(NC(=O)C3CC3)c2O[C@@H]1CN(C)C(=O)Nc1cccc2ccccc12,3,1.0,19,-76
Cc1ccc(S(=O)(=O)N(C)C[C@@H]2Oc3ccc(NS(=O)(=O)c4c(C)noc4C)cc3C(=O)N([C@H](C)CO)C[C@H]2C)cc1,-3,0.4,6,12
C[C@@H]1CN([C@H](C)CO)S(=O)(=O)c2ccc(-c3cccnc3)cc2O[C@@H]1CN(C)C(=O)C1CC1,·,-2.1,38,17
COCC(=O)N(C)C[C@H]1Oc2ncc(-c3ccccc3OC)cc2C(=O)N([C@H](C)CO)C[C@H]1C,-3,-0.4,53,4
C[C@@H]1CN([C@H](C)CO)C(=O)c2c(c3ccccc3n2C)-c2ccccc2CO[C@@H]1CN(C)C(=O)c1ccncc1,0,-0.2,-19,0
O=C(NC[C@H]1CC[C@H]2[C@H](CN2Cc2cccc(Cl)c2)O1)C1CCC1,1,·,·,22
C[C@H](CO)N1C[C@H](C)[C@H](CN(C)C(=O)Nc2cccc3ccccc23)OCCCC[C@H](C)Oc2ccc(NC(=O)Nc3cccc4ccccc34)cc2C1=O,·,0.1,27,6
Cc1noc(C)c1NC(=O)N(C)C[C@H]1Oc2c(NS(=O)(=O)c3cn(C)cn3)cccc2C(=O)N([C@H](C)CO)C[C@@H]1C,3,1.6,84,23
COc1ccc(C#Cc2ccc3c(c2)[C@@H]2[C@@H](CCN2C(=O)C2CC2)[C@H](CO)N3)cc1,18,-1.6,·,-89*

Screens: PubChem, Broad Institute
